Assay outcomes deposited in PubChem BioAssay by Broad Institute.
miR122 inh = miR-122 Renilla sensor signal increase in Huh7, primary screen, miR-122 inhibitor project, cell-based, single point, plate reader; activation (reporter increase), % at 12.5 µM; Huh7 miR-122 Renilla luciferase sensor, 48 h; neutral wells = 0, positive control = 100; AID 602342, 2012; actives 0.3% (n = 340,000);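 active = mean replicate activation score at least 90 and every replicate individually at or above 90; inconclusive = only one of the two criteria met; inactive = neither criterion met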;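 note: higher luciferase means less miR-122 activity so hits act as miR-122 inhibitors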
ERAP1 HTS inh = human ERAP1 aminopeptidase inhibitors, primary screen, biochemical, single point, plate reader. Endoplasmic reticulum aminopeptidase 1 (Homo sapiens), Q9NZ08. recombinant ERAP1, Leu-AMC fluorescence, 60 min. inhibition, % at 10.7 µM. actives 0.15% (n = 340,000). AID 652197, 2013;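 active = mean replicate inhibition of at least 30%, or all replicates individually reaching that 30% level; inactive = mean below 30% and not every replicate reaching it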;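 note: 0% = neutral control wells and 100% = L-leucinethiol positive control wells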
CASP6 VEID inh = human caspase-6 inhibitors, primary screen, biochemical, VEID-R110 fluorescence, single point, set 2. purified caspase-6, Z-VEID-R110 cleavage fluorescence. AID 686996, 2013. actives 0.53% (n = 350,000). inhibition, % at 12.5 µM;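 active = mean inhibition across replicates at least about 35%, with every replicate also reaching that limit, limit read from the data; inconclusive = only one of the two criteria met; inactive = neither criterion met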;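 note: 0% = median of neutral control wells and 100% = no fluorescence left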
Target sequence (P55212 24-179 limits assumed): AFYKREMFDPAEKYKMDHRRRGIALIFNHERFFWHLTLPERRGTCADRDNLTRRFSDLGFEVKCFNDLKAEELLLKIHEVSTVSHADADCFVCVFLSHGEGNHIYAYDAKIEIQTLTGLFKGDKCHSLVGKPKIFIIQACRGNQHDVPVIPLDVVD
Target sequence (P55212 194-293 limits assumed): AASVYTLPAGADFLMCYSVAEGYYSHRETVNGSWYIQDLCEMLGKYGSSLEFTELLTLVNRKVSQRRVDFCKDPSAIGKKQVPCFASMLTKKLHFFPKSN
DENV2 CPE = inhibitors of DENV2 cytopathic effect, primary screen, cell-based, plate reader, single concentration; AID 651640, 2012; DENV2-infected cells, cytopathic effect rescue; actives 1.7% (n = 350,000); CPE inhibition, % at 9.99 µM; in the data active = CPE inhibition above about 20%, passing the limit was not always enough; inconclusive = no clear call, values can overlap the other calls; tested in BHK-21 cells;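 note: 0% = median of neutral control wells and 100% = median of positive control wells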
ERp5 inh = inhibitors of ERp5-driven insulin aggregation, primary screen, biochemical, turbidity, absorbance 650 nm, single point; Protein disulfide-isomerase A6 (Homo sapiens), Q15084; 90 min; inhibition, % at 9.99 µM; actives 0.05% (n = 350,000); AID 651711, 2012;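 active = mean replicate inhibition above about 25%, with every replicate also reaching it, limit read from the data, passing the limit was not always enough; inconclusive = only one of those two criteria met; inactive = neither criterion met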
Target sequence (Q15084 whole entry, looked up): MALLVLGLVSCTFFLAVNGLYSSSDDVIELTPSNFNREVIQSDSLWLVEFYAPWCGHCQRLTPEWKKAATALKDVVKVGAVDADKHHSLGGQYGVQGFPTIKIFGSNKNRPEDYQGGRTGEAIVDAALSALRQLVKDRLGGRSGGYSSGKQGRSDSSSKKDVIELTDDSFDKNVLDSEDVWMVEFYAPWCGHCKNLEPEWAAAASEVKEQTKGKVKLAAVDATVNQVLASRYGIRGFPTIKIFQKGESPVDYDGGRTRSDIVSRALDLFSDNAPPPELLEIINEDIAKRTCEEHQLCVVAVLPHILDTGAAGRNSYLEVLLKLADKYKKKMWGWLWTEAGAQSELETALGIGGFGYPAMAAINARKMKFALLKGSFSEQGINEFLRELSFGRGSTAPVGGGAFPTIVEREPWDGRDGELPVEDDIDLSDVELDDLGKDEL
F508del corr = F508del CFTR correction, initial screen, CFBE line, single point | activity (quench increase), % at 7.58 µM | actives 0.36% (n = 350,000) | CFBE cells, YFP halide quenching; stimulated with forskolin plus potentiator P3; % fluorescence drop versus neutral controls;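 active = mean added fluorescence quench of at least 8% versus neutral control, with both replicates also reaching 8%; inconclusive = only one of the mean or replicate conditions met; inactive = mean below 8% and not both replicates reaching 8%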;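 note: cells transiently co-express mutant CFTR-F508del with the halide-sensitive YFP; corrector assay measuring rescue of mutant channel to the surface after 24 h compound exposure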
SIRT5 inh = SIRT5 desuccinylase inhibitors, primary screen, biochemical, fluorescence imaging, single point, set 5; NAD-dependent protein deacylase sirtuin-5, mitochondrial (Homo sapiens), Q9NXA8; Purified SirT5, succinyl-peptide AMC, trypsin-coupled fluorescence; inhibition, % at 15 µM; actives 1.1% (n = 330,000); AID 652115, 2013; in the data active = inhibition above about 15%; inconclusive = no clear call, values can overlap the other calls
Target sequence (Q9NXA8 whole entry, looked up): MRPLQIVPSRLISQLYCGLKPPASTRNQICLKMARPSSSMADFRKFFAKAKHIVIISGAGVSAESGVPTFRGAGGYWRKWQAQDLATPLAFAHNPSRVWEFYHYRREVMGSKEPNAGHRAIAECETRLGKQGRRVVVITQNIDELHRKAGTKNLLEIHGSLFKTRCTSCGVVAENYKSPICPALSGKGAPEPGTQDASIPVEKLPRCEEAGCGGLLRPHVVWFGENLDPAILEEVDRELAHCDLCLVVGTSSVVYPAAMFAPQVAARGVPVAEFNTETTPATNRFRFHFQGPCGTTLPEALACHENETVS
* hit, by the source's call; u = inconclusive; x = no result given; & = joins results of further samples; [ ] = dose if it differs, or a comment.

Each structure is followed by: miR122 inh	ERAP1 HTS inh	CASP6 VEID inh	DENV2 CPE	ERp5 inh	F508del corr	SIRT5 inh
1) COc1cc(C2CC(=O)N(CC(=O)NCc3ccco3)c3ccccc3S2)cc(OC)c1OC (configuration not stated)
    -3	3	3	2	-2	1.0	-5
2) COC(=O)c1ccc2nc(-c3ccco3)c(Cc3ccsc3)n2c1
    x	0	26	68*	-9	0.3	-1
3) CNC[C@H]1Oc2ccc(NC(=O)C3CCCCC3)cc2CC(=O)N([C@H](C)CO)C[C@H]1C
    2[16.7 µM]	0	0	-2	13	2.3	0
4) N#CC1(NC(=O)COc2cc(F)ccc2[N+](=O)[O-])CCCCC1
    -3	0	-1	u	-2	-2.1	-3
5) Cc1ccc(NC(=S)N2CCC(NC(=O)c3ccc(F)cc3)CC2)cc1
    0	1	0	u	3	-0.6	-2
6) CN1CCC(=C2c3ccccc3C=Cc3ccccc32)CC1
    3	1	-3	1	2	-8.6	-4
7) O=C(CN(c1ccccc1F)S(=O)(=O)c1ccccc1)Nc1ccccc1C(=O)N1CCOCC1
    -2	-3	-1	9	-9	-0.5	4
8) CSc1ccc(CCNC(=O)C2CCN(c3nnc(-n4cccc4)s3)CC2)cc1
    0	x	-1	4	-1	-0.9	x
9) CCCCCSc1nc2c(c(=O)[nH]c(=O)n2C)n1CC
    0	7	0	-7	-3	0.5	-1
10) COc1ccc(/C=C(\CC(=O)O)c2nc3ccccc3o2)cc1
    2	-4	17	-3	-1	-3.2	-1
11) CCCCOCCCNC(=O)C[C@@H]1C[C@@]2(C(=O)OC)CC(C)(C)CC=C2N(Cc2ccc3c(c2)OCO3)C1=O
    x	0	7	28*	-1	-0.5	7
12) CCN(Cc1ccccc1)C(=O)CN1C(=O)COc2ccc(S(=O)(=O)N3CCCCCC3)cc21
    2	-3	4	-1	6	4.9	1
13) O=C(N/N=C\c1ccc(OC(=O)c2ccco2)cc1)c1ccc(Cl)cc1
    x	5	2	6	2	-0.7	1
14) C[C@H]1CCCCO[C@@H](CN(C)C(=O)C2CCCCC2)[C@@H](C)CN([C@@H](C)CO)C(=O)c2cc(NC(=O)c3ccncc3)ccc2O1
    3[16.7 µM]	1	1	u	4	-0.1	-1
15) Cc1ccc(C(C)NC(=O)COC(=O)C2=COCCO2)cc1C (configuration not stated)
    x	0	10	-6	-2	-1.0	-10
16) CCNc1nc(OC)nc(SCC(=O)Nc2ccccc2)n1
    1	-5	0	0	-7	-1.0	0
17) CCCCN(CC)CCCNC(=O)c1cc2c(=O)n(CC)c3ccccc3c2s1
    -7	-6	-6	-1	3	4.6	-16
18) Cc1cc(C)cc(N(CCC(=O)O)S(=O)(=O)c2ccc3ccccc3c2)c1
    x	-1	1	-5	-11	x	-2
19) CC(Oc1ccc(Cl)cc1)c1ccc(C#N)c(=O)[nH]1 (configuration not stated)
    x	0	1	0	4	-2.1	-2
20) COc1ccc(NC(=O)c2cc(-c3sc(NC(=O)c4ccccc4)nc3C)n(-c3ccc(Br)cc3)n2)cc1
    x	0	0	16	3	-0.3	2
21) COCCCNC(=O)C[C@H]1C[C@H](C(=O)N2CCCCC2)[C@@]2(CCc3ccccc3)c3[nH]c4ccc(Cl)cc4c3CCN2C1=O
    2	x	12	3	-3	-0.1	-2
22) Cc1ccc(O)c(N=Nc2ccc(S(=O)(=O)N3CCOCC3)cc2)c1
    -6	1	0	x	0	-0.7	-1
23) CN1C(=O)[C@H]2[C@@H](c3ccccc3)N[C@]3(CCCN(Cc4ccco4)C3=O)[C@H]2C1=O
    -5	-5	6	-14	1	-1.0	-2
24) CCC(C)(C)NC(=O)CN(C(=O)CCC(=O)Nc1nccs1)c1cccc(C)c1
    3	0	19	-3	3	0.6	-3
25) CCN(CC(=O)NCc1ccccn1)S(=O)(=O)c1ccc(OC)cc1
    -3	-4	-2	3	-1	-3.0	-2
26) NS(=O)(=O)c1ccc(NCCCn2ccnc2)c([N+](=O)[O-])c1
    x	0	-12	-4	-3	1.4	-1
27) C/C(CC(=O)Nc1cccc(Cl)c1Cl)=N\NC(=O)c1ccccc1Br
    7	-4	-5	2	3	-0.6	2
28) COC(=O)c1cccc(NC(=O)CN2CCc3ccccc3C2)c1
    -3	-2	0	3	2	-4.3	-4
29) CC1CN(Cc2nc3ccccc3c(=O)[nH]2)CC(C)O1 (configuration not stated)
    -7	0	-2	-4	1	0.0	0
30) Cc1ccc(OCC(=O)NCc2cccs2)c([N+](=O)[O-])n1
    x	-3	-6	-3	2	-1.1	0

5 entries already listed, ordered by the value under ERp5 inh, descending:
Each structure is followed by: miR122 inh	ERAP1 HTS inh	CASP6 VEID inh	DENV2 CPE	ERp5 inh	F508del corr	SIRT5 inh
24) CCC(C)(C)NC(=O)CN(C(=O)CCC(=O)Nc1nccs1)c1cccc(C)c1
    3	0	19	-3	3	0.6	-3
30) Cc1ccc(OCC(=O)NCc2cccs2)c([N+](=O)[O-])n1
    x	-3	-6	-3	2	-1.1	0
11) CCCCOCCCNC(=O)C[C@@H]1C[C@@]2(C(=O)OC)CC(C)(C)CC=C2N(Cc2ccc3c(c2)OCO3)C1=O
    x	0	7	28*	-1	-0.5	7
1) COc1cc(C2CC(=O)N(CC(=O)NCc3ccco3)c3ccccc3S2)cc(OC)c1OC (configuration not stated)
    -3	3	3	2	-2	1.0	-5
9) CCCCCSc1nc2c(c(=O)[nH]c(=O)n2C)n1CC
    0	7	0	-7	-3	0.5	-1

Further structures follow.
Each structure is followed by: miR122 inh	ERAP1 HTS inh	CASP6 VEID inh	DENV2 CPE	ERp5 inh	F508del corr	SIRT5 inh
31) Oc1c(N=NC(=S)Nc2ccccc2F)c2ccccc2n1Cc1ccc(Cl)cc1
    0	-12	-3	-1	2	1.9	0
32) Cn1cnc([N+](=O)[O-])c1S(=O)(=O)c1cccc(Cl)c1
    x	1	-1	-4	3	3.0	0
33) NNC(=S)Nc1cccc(-c2n[nH]c(=S)o2)c1
    x	-8	1	4	4	-1.6	18*
34) COc1ccc(NC(=O)CN(C)C(=O)c2ccc(COc3ccccc3)o2)cc1
    x	4	3	7	1	-0.5	-7
35) C[C@H]1CN([C@@H](C)CO)C(=O)c2cc(NC(=O)Cc3ccccc3)ccc2O[C@H]1CN(C)Cc1ccc(Oc2ccccc2)cc1
    -7[16.7 µM]	0	-2	-9	0	-0.5	2
36) Cc1cc(C(=O)NN)c(C)o1
    x	0	0	-5	4	-0.4	-1
37) Cc1cc(=O)oc2cc(OCC(=O)OC(C)C(=O)NC3CCCC3)ccc12 (configuration not stated)
    -2	1	1	x	-1	-2.3	-4
38) O=C(Nc1ccc(Cl)cc1)NN1CCCCCC1
    -15	6	-5	-4	5	0.9	x
39) CC1CCCCN1CCNC(=O)c1cc2c(=O)n(C)c3ccccc3c2n1C (configuration not stated)
    -3	x	-36	-8	-5	-1.0	x
40) CC(/C=C1\SC(=S)N(CCC(=O)Nc2nc(C)cs2)C1=O)=C\c1ccccc1
    -5	0	-2	-1	0	0.4	-4
41) COc1ccc(S(=O)(=O)Nc2cc([N+](=O)[O-])ccc2OC)cc1
    22	5	4	15	8	3.5	-3
42) O=C(C[C@@H]1C=C[C@H](NC(=O)c2ccncc2)[C@@H](CO)O1)NCc1ccncn1
    x	1	0	-2	0	3.6	-3
43) C[C@@H]1CN([C@@H](C)CO)C(=O)c2c(c3ccccc3n2C)-c2ccccc2CO[C@@H]1CN(C)C(=O)[C@H](C)c1ccccc1
    x	-5	-1	-19	-5	1.5	20*
44) O=C(NC(=S)N1CCCC1)c1ccccc1F
    0	2	1	-6	-16	2.9	0
45) C[C@H]1CN([C@@H](C)CO)C(=O)c2cc(NC(=O)Cn3cnnn3)ccc2O[C@H]1CN(C)Cc1ccc(Cl)c(Cl)c1
    -2[16.7 µM]	3	-2	-2	2	-0.3	x
46) COc1ccc2c3c([nH]c2c1)[C@@H](CO)N(C(=O)c1ccccc1)CC31CN(Cc2cccnc2)C1
    x	-5	-2	-8	-9	0.1	-1
47) COc1ccccc1C(=O)NCCN=C1NS(=O)(=O)c2ccccc21
    x	-3	4	8	-2	1.4	-3
48) COc1cc(Cl)ccc1OC1(C)CCN(Cc2c(F)cccc2F)C1 (configuration not stated)
    -2	7	-1	1	0	1.3	-6
49) CC(NC(=O)COC(=O)CCC(=O)c1ccc(F)cc1)c1ccccc1 (configuration not stated)
    x	-2	0	5	1	1.9	0
50) Cc1c(C(=O)N2CCCC2(C)C(=O)NCC(C)C)oc2ccccc12 (configuration not stated)
    -3	6	2	u	4	0.4	-2
51) COc1cc2nc(-c3cccs3)oc(=O)c2cc1OC
    x	4	1	x	0	-2.1	-8
52) O=C(C1=C[C@@H](C2CCCCC2)C[C@@H](OCCCCO)O1)N1CCN(Cc2ccc3c(c2)OCO3)CC1
    2	0&-2	2&3	6&-1	-3&5	-1.0&4.9	6&1
53) COC(=O)c1ccccc1N(C)S(=O)(=O)c1cc2c3c(c1)CCC(=O)N3CCC2
    -2	4	1	u	-1	0.0	2
54) Cc1cccc(C2=N/C(=C/c3cccs3)C(=O)O2)c1
    x	-6	-2	-2	-7	-0.1	-6
55) CCOc1ccc(-n2c(CCc3ccccc3)n[nH]c2=S)cc1
    x	3	1	-2	-2	2.3	4
56) CC1(C(=O)NS(=O)(=O)c2ccc(F)cc2F)CCN1C(=O)CCc1ccc(Cl)cc1Cl (configuration not stated)
    8	-3	4	0	3	3.6	x
57) Cc1cccc(-n2ncc3c(NCc4ccccc4)ncnc32)c1
    29	3	0	-11	2	-0.2	-6
58) O=C(C[C@@H]1C[C@@H]2c3cc(NC(=O)c4ccc5c(c4)OCO5)ccc3O[C@@H]2[C@@H](CO)O1)NCc1ccc(Oc2ccccc2)cc1
    8[16.7 µM]	4	2	-1	-1	2.2	13
59) CNC[C@@H]1Oc2ncc(-c3ccccc3F)cc2C(=O)N([C@H](C)CO)C[C@@H]1C
    3[16.7 µM]	-1	0	2	4	-1.2	-3
60) CCn1nccc1NC(=O)c1csc([C@H]2C[C@H](O)[C@@H](CO)O2)n1
    -4	5	2	4	6	-2.4	2

Sorted by length of the SMILES (smallest number first): 6 of the compounds above.
Each structure is followed by: miR122 inh	ERAP1 HTS inh	CASP6 VEID inh	DENV2 CPE	ERp5 inh	F508del corr	SIRT5 inh
51) COc1cc2nc(-c3cccs3)oc(=O)c2cc1OC
    x	4	1	x	0	-2.1	-8
54) Cc1cccc(C2=N/C(=C/c3cccs3)C(=O)O2)c1
    x	-6	-2	-2	-7	-0.1	-6
57) Cc1cccc(-n2ncc3c(NCc4ccccc4)ncnc32)c1
    29	3	0	-11	2	-0.2	-6
53) COC(=O)c1ccccc1N(C)S(=O)(=O)c1cc2c3c(c1)CCC(=O)N3CCC2
    -2	4	1	u	-1	0.0	2
56) CC1(C(=O)NS(=O)(=O)c2ccc(F)cc2F)CCN1C(=O)CCc1ccc(Cl)cc1Cl (configuration not stated)
    8	-3	4	0	3	3.6	x
52) O=C(C1=C[C@@H](C2CCCCC2)C[C@@H](OCCCCO)O1)N1CCN(Cc2ccc3c(c2)OCO3)CC1
    2	0&-2	2&3	6&-1	-3&5	-1.0&4.9	6&1
